GC-B act – GC-B (human) receptor activation | P20594 | HEK293-GC-B cells, CNP EC30, cGMP TR-FRET; 0% at EC30 CNP, 100% saturating CNP | activation, % at 10 µM | 370,000 compounds, 0.11% hits;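 active = activation at 10 µM reaching about 35% in either raw or pattern-adjusted values, limit read from the data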
NR1D1 modulator – Rev-erb alpha (human) modulation. P20393. Rev-erbα–FITC-DNA binding, fluorescence polarization, 90 min. activity, % at 10 µM. 370,000 compounds, 0.79% hits. AID 1259318;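 active = activity above about 14%, limit read from the data; passing the limit was not always enough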;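 note: 0% = DMSO wells with 35 nM protein and 100% = DMSO wells with 750 nM protein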
ASAP1 GAP inh – ASAP1 ArfGAP inhibition | Q9ULH1 | ASAP1-stimulated ARF1 GTP hydrolysis, GDP FP detection | inhibition, % at 16.5 µM | 360,000 compounds, 0.19% hits; in the data active = inhibition above about 25%;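 note: 0% = vehicle with enzyme and substrate and 100% = no enzyme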
HTRA1 inh – blocks human HTRA1 serine peptidase; Q92743; recombinant HTRA1, FP-rhodamine activity-based probe, fluorescence polarization; inhibition, % at 5.96 µM; 340,000 compounds, 0.5% hits; in the data active = inhibition above about 36%;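 note: 0% = enzyme with DMSO and 100% = wells lacking enzyme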
rCAG binder – molecules binding r(CAG) RNA repeats; r(CAG) RNA repeat, TO-PRO-1 dye displacement fluorescence; inhibition, % at 3 µM; AID 651821; 370,000 compounds, 1.3% hits;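 active = inhibition above the plate cutoff, the mean of all test compounds on that plate plus 3 SD, cut at about 35% in these data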;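 note: 0% = DMSO alone and 100% = 100 µM mitoxantrone as full dye displacement; higher means more dye released from RNA so lower well fluorescence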
PG9 binder – small molecules binding HIV-1 gp120 antibody PG9; TR-FRET gp120-PG9 antibody binding; inhibition, % at 6.7 µM; 360,000 compounds, 0.43% hits; in the data active = inhibition above about 8.5%
NPR1 activator – GC-A (human) enzyme activation. P16066. HEK293 GC-A cells, cGMP TR-FRET, EC30 ANP; 0% at EC30 ANP, 100% saturating ANP. activation, % at 10 µM. 370,000 compounds, 0.14% hits. AID 1671463; in the data active = activation above about 40%
Target sequence (P16066 whole entry, looked up): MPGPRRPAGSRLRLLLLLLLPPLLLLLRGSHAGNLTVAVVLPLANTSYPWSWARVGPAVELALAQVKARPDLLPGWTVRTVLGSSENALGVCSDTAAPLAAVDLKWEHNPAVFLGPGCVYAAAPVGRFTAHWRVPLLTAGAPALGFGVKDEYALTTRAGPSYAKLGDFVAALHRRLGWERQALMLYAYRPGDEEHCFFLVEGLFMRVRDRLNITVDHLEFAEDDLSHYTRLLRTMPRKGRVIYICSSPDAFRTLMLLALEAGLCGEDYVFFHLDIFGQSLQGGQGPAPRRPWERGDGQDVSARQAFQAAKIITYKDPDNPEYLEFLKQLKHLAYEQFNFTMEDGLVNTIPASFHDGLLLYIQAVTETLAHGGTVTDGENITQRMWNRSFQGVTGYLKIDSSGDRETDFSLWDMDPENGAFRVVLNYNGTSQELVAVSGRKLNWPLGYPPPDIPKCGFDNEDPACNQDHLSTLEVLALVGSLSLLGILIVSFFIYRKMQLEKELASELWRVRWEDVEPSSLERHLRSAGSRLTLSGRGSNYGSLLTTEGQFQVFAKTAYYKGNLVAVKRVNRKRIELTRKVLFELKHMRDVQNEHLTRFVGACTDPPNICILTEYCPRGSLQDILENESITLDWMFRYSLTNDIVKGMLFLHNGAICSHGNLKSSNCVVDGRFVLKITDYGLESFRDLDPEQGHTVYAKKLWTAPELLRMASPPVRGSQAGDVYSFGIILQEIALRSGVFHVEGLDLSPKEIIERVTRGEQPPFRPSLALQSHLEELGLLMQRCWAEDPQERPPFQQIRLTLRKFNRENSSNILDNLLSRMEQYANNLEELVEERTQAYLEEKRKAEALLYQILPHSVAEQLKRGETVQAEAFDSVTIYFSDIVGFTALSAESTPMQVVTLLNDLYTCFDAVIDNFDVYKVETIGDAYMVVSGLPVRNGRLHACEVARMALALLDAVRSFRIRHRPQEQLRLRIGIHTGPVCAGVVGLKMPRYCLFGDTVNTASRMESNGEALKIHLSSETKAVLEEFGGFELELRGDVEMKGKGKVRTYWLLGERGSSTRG
ARFGAP1 inh – inhibitors of rat ARFGAP1; Q62848; Arfgap1-stimulated ARF1 GTP hydrolysis, GDP FP detection; inhibition, % at 16.5 µM; 360,000 compounds, 0.26% hits;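 active = inhibition above a per-plate limit, mean inhibition of low control wells plus 3 SD, cut at about 25% in these data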;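 note: 0% = DMSO wells with enzyme and 100% = wells lacking Arfgap1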
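material = rat Arfgap1 catalytic domain, aa 1-136 | also added = human ARF1(Δ1-17)-GTP substrate | compound dosing = one concentration, 16.5 µM, DMSO 1.26% | times = GTP hydrolysis reaction 2 h at 25 °C | measured by = FP, GDP Alexa 633 tracer displaced from anti-GDP antibody, 620/688 nm | evaluation = percent inhibition of Arfgap1-stimulated GTP hydrolysis | replication = single well per compound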
SMARCA2 act – SMARCA2 function activation, primary screen. MG213 cells, MMTV-luciferase reporter, dexamethasone, overnight. activation, % at 9.1 µM. 370,000 compounds, 1% hits. AID 652017; in the data active = activation above about 7.8%;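 note: 0% = vehicle wells and 100% = reference activator wells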
ABHD4 inh – ABHD4 (mouse) inhibition, primary FP screen; Q8VD66; purified mABHD4, FP-Rh probe fluorescence polarization; inhibition, % at 8.92 µM; 370,000 compounds, 0.54% hits;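 active = inhibition exceeding the mean over every tested compound plus 3 SD, cut at about 30% in these data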;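 note: 0% = plate median of compound wells and 100% = S159A mutant with DMSO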
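Test system: mouse ABHD4 enzyme, wild type. Reagent: FP-Rh fluorescent activity-based probe, added after compound pre-incubation. Timing: pre-incubation 45 min, probe exposure 60 min, at 25 °C. Technique: FP readout, ex 525 nm / em 598 nm. Benchmarks: high control S159A mutant with DMSO, low control median of compound wells.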
Starred values were filed as active, the others as inactive; & = joins results of further samples; ! = a repeat was not active.

NC(=O)c1ccc(NC(=O)CN2CCN(c3ccccc3)CC2)cc1 was read as GC-B act 3, NR1D1 modulator 0, ASAP1 GAP inh 2, HTRA1 inh 5, rCAG binder -3, PG9 binder -2.3, NPR1 activator 2, ARFGAP1 inh -4, SMARCA2 act -2 and ABHD4 inh -4.
For CC(C)CC1c2[nH]c3ccccc3c2CCN1C(=O)C1CCOCC1 (configuration not stated) the results were GC-B act -9, NR1D1 modulator -5, ASAP1 GAP inh 1, HTRA1 inh -2, rCAG binder -5, PG9 binder -0.4, NPR1 activator 0, ARFGAP1 inh -9, SMARCA2 act 1 and ABHD4 inh 2.
Screening CN(Cc1ccc(OCC(O)CN(C)Cc2ccccc2)cc1)Cc1nccn1C (configuration not stated) returned GC-B act 3, NR1D1 modulator 1, ASAP1 GAP inh -3, HTRA1 inh -1, rCAG binder -7, PG9 binder -1.2, NPR1 activator -1, ARFGAP1 inh -4, SMARCA2 act 0 and ABHD4 inh -2.
C#CCN1C(=O)C(O)(CC(=O)c2cccc(OC)c2)c2ccccc21 (configuration not stated) was read as GC-B act 0, NR1D1 modulator 2, ASAP1 GAP inh -12, HTRA1 inh 1, rCAG binder 1, PG9 binder -2.5, NPR1 activator -5, ARFGAP1 inh 0, SMARCA2 act -1 and ABHD4 inh -1.
`Cc1ccc(NC(=S)NNC(=O)c2nn(C)c(C)c2Cl)cc1` gave GC-B act 0, NR1D1 modulator -1, ASAP1 GAP inh 0, HTRA1 inh 6, rCAG binder 10, PG9 binder -0.1, NPR1 activator 2, ARFGAP1 inh -1, SMARCA2 act 6 and ABHD4 inh 16.
Cc1ccc(-c2csc(NC(=O)c3cnccn3)n2)cc1C was read as GC-B act -2, NR1D1 modulator -1, ASAP1 GAP inh -3, HTRA1 inh 1, rCAG binder 1, PG9 binder 0.4, NPR1 activator 1, ARFGAP1 inh -10, SMARCA2 act -2 and ABHD4 inh -2.
Cc1ccc(CN=c2c([N+](=O)[O-])nn(-c3cccc(Cl)c3)n2O)cc1 was read as GC-B act -2, NR1D1 modulator -7, ASAP1 GAP inh 4, HTRA1 inh 2, rCAG binder -2, PG9 binder 1.3, NPR1 activator 3, ARFGAP1 inh 2, SMARCA2 act 0 and ABHD4 inh -4.
For CCN(CC)S(=O)(=O)c1cccc(C(=O)NCC2CCCCC2)c1 the results were GC-B act 4, NR1D1 modulator 7, ASAP1 GAP inh 7, HTRA1 inh 0, rCAG binder -3, PG9 binder 0.8, NPR1 activator 5, ARFGAP1 inh 10, SMARCA2 act -2 and ABHD4 inh 9.
For CN(C(=O)CN1CCN(c2cc(-c3ccc(-c4ccccc4)cc3)ncn2)CC1)c1ccccc1 the results were GC-B act -5, NR1D1 modulator -3, ASAP1 GAP inh 3, rCAG binder 4, PG9 binder -1.7, NPR1 activator 5, ARFGAP1 inh -7, SMARCA2 act -8 and ABHD4 inh -19.
CCCCN(C)C(=O)c1nc2ccccn2c1CN1CCN(c2cnccn2)CC1 was read as GC-B act 0, NR1D1 modulator -5, ASAP1 GAP inh 8, HTRA1 inh 0, rCAG binder -4, PG9 binder -1.0, NPR1 activator 0, ARFGAP1 inh -3, SMARCA2 act 2 and ABHD4 inh -2.
`COc1cc(/C=C2/C(=O)NN(c3ccc(Cl)c(Cl)c3)C2=O)cc([N+](=O)[O-])c1O` gave GC-B act 4, NR1D1 modulator -5, ASAP1 GAP inh -11, HTRA1 inh 38*, rCAG binder 99*, PG9 binder -4.7, NPR1 activator 6, ARFGAP1 inh -10, SMARCA2 act -1 and ABHD4 inh 60*.
Cc1cccc(OCCNC(=O)c2cncc(Br)c2)c1 was read as GC-B act -1, NR1D1 modulator -1, ASAP1 GAP inh -11, HTRA1 inh -14, rCAG binder -7, PG9 binder -0.9, NPR1 activator 3, ARFGAP1 inh 15, SMARCA2 act -3 and ABHD4 inh 5.
`CCN(CC)CCSc1nc(O)c(C(C)C)c(=O)[nH]1` gave GC-B act -2, NR1D1 modulator 1, ASAP1 GAP inh -2, HTRA1 inh -7, rCAG binder -2, PG9 binder -0.2, NPR1 activator 1, ARFGAP1 inh -12, SMARCA2 act -3 and ABHD4 inh -5.
Screening Cc1ccc(NC(=O)NCCN2CCCCC2)cc1Cl returned GC-B act -5, NR1D1 modulator 2, ASAP1 GAP inh 1, HTRA1 inh -9, rCAG binder 5, PG9 binder -1.3, NPR1 activator -2, ARFGAP1 inh -1, SMARCA2 act -2 and ABHD4 inh 3.
`COc1ccc(C(=O)NC(=S)Nc2ccc3oc(=O)ccc3c2)cc1OC` gave GC-B act -3, NR1D1 modulator -5, ASAP1 GAP inh -17, HTRA1 inh 2, rCAG binder 3, PG9 binder -0.4, NPR1 activator -4, ARFGAP1 inh 0, SMARCA2 act -3 and ABHD4 inh -2.
Cn1c(-c2ccccc2)c[n+]2c1CCCCC2 was read as GC-B act -3, NR1D1 modulator -1, ASAP1 GAP inh -11, HTRA1 inh -2, rCAG binder -1, PG9 binder 0.8, NPR1 activator 1, ARFGAP1 inh 7, SMARCA2 act 0 and ABHD4 inh 0.
For N#Cc1cccc(C(=O)Nc2ccc(S(=O)(=O)Nc3nccs3)cc2)c1 the results were GC-B act -2, NR1D1 modulator -2, ASAP1 GAP inh 15, HTRA1 inh -49, rCAG binder 16, PG9 binder 1.6, NPR1 activator -2, ARFGAP1 inh 4, SMARCA2 act -3 and ABHD4 inh -3.
Screening CS(=O)(=O)c1ccc(C(=O)OCC(=O)NC(=O)C2CCCCC2)cc1[N+](=O)[O-] returned GC-B act 9, NR1D1 modulator -2, ASAP1 GAP inh -3, HTRA1 inh -20, rCAG binder 1, PG9 binder 0.6, NPR1 activator 9, ARFGAP1 inh 8, SMARCA2 act 1 and ABHD4 inh 1.
`CC(C)(C)[C@H]1COC(=O)CC/C=C\C[C@H](CC(=O)N(CCO)Cc2ccccc2)C(=O)N1` gave GC-B act -7, NR1D1 modulator 1, ASAP1 GAP inh 1, HTRA1 inh -4, rCAG binder -4, PG9 binder -2.8, NPR1 activator 3, ARFGAP1 inh 6, SMARCA2 act -1 and ABHD4 inh -3.
Screening CCOC(=O)c1c(C)nc2c(c1-c1ccc(OC)c(OC)c1)C(=O)c1ccccc1-2 returned GC-B act -2, NR1D1 modulator 53*, ASAP1 GAP inh -4, HTRA1 inh 1, rCAG binder -2, PG9 binder 1.6, NPR1 activator 3, ARFGAP1 inh -9, SMARCA2 act -2 and ABHD4 inh 1.

2 entries drawn at random from those above, as already listed:
Cc1ccc(-c2csc(NC(=O)c3cnccn3)n2)cc1C was read as GC-B act -2, NR1D1 modulator -1, ASAP1 GAP inh -3, HTRA1 inh 1, rCAG binder 1, PG9 binder 0.4, NPR1 activator 1, ARFGAP1 inh -10, SMARCA2 act -2 and ABHD4 inh -2.
`COc1cc(/C=C2/C(=O)NN(c3ccc(Cl)c(Cl)c3)C2=O)cc([N+](=O)[O-])c1O` gave GC-B act 4, NR1D1 modulator -5, ASAP1 GAP inh -11, HTRA1 inh 38*, rCAG binder 99*, PG9 binder -4.7, NPR1 activator 6, ARFGAP1 inh -10, SMARCA2 act -1 and ABHD4 inh 60*.

The listing continues.
Screening Cc1ccc(S(=O)(=O)N(C)C[C@H]2OCCCC[C@@H](C)Oc3ccc(N(C)C)cc3C(=O)N([C@H](C)CO)C[C@@H]2C)cc1 returned GC-B act 4, NR1D1 modulator -7, ASAP1 GAP inh 0, HTRA1 inh 4, rCAG binder 4, PG9 binder -0.2, NPR1 activator 4, ARFGAP1 inh -3, SMARCA2 act 2 and ABHD4 inh 1.
Cc1ncc(CO)c(/C=N/NC(=S)Nc2ccc(C(C)C)cc2)c1O was read as GC-B act 1, NR1D1 modulator 3, ASAP1 GAP inh 3, HTRA1 inh 29, rCAG binder 16, PG9 binder -1.7, NPR1 activator -1, ARFGAP1 inh 2, SMARCA2 act -1 and ABHD4 inh 11.
Screening C=CCN1C(=O)C(Cc2cccc(C)c2)SC1=Nc1ccc(C(=O)O)cc1 (configuration not stated) returned GC-B act -6, NR1D1 modulator 0, ASAP1 GAP inh -5, HTRA1 inh 5, rCAG binder 9, PG9 binder -3.1, NPR1 activator 1, ARFGAP1 inh 0, SMARCA2 act -2 and ABHD4 inh -12.
For COc1cc(NC(=O)c2nccn2C)cc(C(=O)Nc2cccc(C(F)(F)F)c2)c1 the results were GC-B act -3&3, NR1D1 modulator 19*!, ASAP1 GAP inh 4&-2, HTRA1 inh -9&-9, rCAG binder 2&-1, PG9 binder -1.6&-3.4, NPR1 activator 2&0, ARFGAP1 inh 0&-14, SMARCA2 act -5&2 and ABHD4 inh -6&1.
Screening Brc1cc2c(cc1Cn1c(-c3cncs3)nc3ccccc31)OCO2 returned GC-B act 8, NR1D1 modulator 8, ASAP1 GAP inh 6, HTRA1 inh -7, rCAG binder -1, PG9 binder 0.0, NPR1 activator 16, ARFGAP1 inh 7, SMARCA2 act 0 and ABHD4 inh -5.
Screening O=C(Nc1ccccc1C(=O)O)c1cccc(S(=O)(=O)Nc2ccc(Br)cc2)c1 returned GC-B act 2, NR1D1 modulator 4, ASAP1 GAP inh -4, HTRA1 inh -65, rCAG binder 80*, PG9 binder 1.5, NPR1 activator -1, ARFGAP1 inh -1, SMARCA2 act -2 and ABHD4 inh -71.
`O=c1[nH]c2cc3c(cc2cc1C(c1nnnn1C1CCCC1)N1CCSCC1)OCCO3` (configuration not stated) gave GC-B act -1, NR1D1 modulator -4, ASAP1 GAP inh 5, HTRA1 inh 3, rCAG binder 1, PG9 binder 21*, NPR1 activator 3, ARFGAP1 inh 6, SMARCA2 act 2 and ABHD4 inh 6.
Screening CC(C)(C)c1ccc(S(=O)(=O)Nc2ccc3c(c2)COC3=O)cc1 returned GC-B act -2, NR1D1 modulator -4, ASAP1 GAP inh -3, HTRA1 inh -11, rCAG binder 22, PG9 binder -2.2, NPR1 activator 2, ARFGAP1 inh -2, SMARCA2 act 0 and ABHD4 inh 9.
CCOC(=O)C1CCCN(c2nc3c(C)cccn3c(=O)c2/C=C(\C#N)C(=O)NCc2ccco2)C1 (configuration not stated) was read as GC-B act -7, NR1D1 modulator -6, ASAP1 GAP inh -9, HTRA1 inh -7, rCAG binder 2, PG9 binder 0.9, NPR1 activator -8, ARFGAP1 inh -5, SMARCA2 act -3 and ABHD4 inh -7.
`Cc1cccc(C)c1OCC(=O)N(Cc1ccc(N(C)C)cc1)C1CCS(=O)(=O)C1` (configuration not stated) gave GC-B act -3, NR1D1 modulator 1, ASAP1 GAP inh 0, HTRA1 inh 9, rCAG binder -3, PG9 binder -0.1, NPR1 activator -3, ARFGAP1 inh -7, SMARCA2 act -4 and ABHD4 inh 0.
CCOc1ccc(S(=O)(=O)N2CCOCC2)cc1NC(=O)c1ccc(N2CCCC2=O)cc1 was read as GC-B act 3, NR1D1 modulator 2, ASAP1 GAP inh -8, HTRA1 inh 8, rCAG binder 4, PG9 binder 0.6, NPR1 activator 0, ARFGAP1 inh -8, SMARCA2 act -2 and ABHD4 inh -4.

Source: PubChem BioAssay
